KAT2A inh = blocks human GCN5L2 histone acetyltransferase; Q92830; GCN5L2 HAT assay, ThioGlo1 CoA-SH fluorescence; hit rate 0.21% among 390,000; AID 504327; Potency, µM (titrated, usually from 58.9 µM), inactives show top-dose activity change, negative = inhibition, usual class: inhibitors
Target sequence (Q92830 whole entry, looked up): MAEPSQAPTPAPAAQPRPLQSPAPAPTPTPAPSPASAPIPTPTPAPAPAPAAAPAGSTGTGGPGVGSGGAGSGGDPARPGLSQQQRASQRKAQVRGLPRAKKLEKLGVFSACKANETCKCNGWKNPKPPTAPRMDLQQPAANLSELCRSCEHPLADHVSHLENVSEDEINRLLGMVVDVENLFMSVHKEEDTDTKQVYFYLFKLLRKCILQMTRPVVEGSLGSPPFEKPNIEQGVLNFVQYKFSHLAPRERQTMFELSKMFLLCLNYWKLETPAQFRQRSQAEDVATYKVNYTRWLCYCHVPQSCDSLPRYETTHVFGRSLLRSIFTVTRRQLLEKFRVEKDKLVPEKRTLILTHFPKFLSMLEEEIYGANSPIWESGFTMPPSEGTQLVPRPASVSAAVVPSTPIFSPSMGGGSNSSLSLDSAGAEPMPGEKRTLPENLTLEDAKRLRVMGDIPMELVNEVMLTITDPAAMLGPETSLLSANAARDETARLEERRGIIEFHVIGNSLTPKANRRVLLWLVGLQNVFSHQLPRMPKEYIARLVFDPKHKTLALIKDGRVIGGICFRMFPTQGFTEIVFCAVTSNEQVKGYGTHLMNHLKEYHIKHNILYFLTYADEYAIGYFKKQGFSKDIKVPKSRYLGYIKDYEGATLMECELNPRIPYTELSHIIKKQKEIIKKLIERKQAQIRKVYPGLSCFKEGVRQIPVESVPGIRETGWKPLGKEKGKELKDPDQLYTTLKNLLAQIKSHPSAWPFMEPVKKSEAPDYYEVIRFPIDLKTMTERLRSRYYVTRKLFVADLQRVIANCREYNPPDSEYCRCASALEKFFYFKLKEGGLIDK
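ThioGlo1-coupled HAT assay: 20nM GCN5L2, 70uM acetyl-CoA, 75uM H3(1-25) peptide, pH 7.5. Fluorescence read at 340/540nm at start and after 20 min at room temperature.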
DT40 TDP1 CPT = DT40-hTDP1 cell growth loss with CPT | chicken DT40 Tdp1-/-;hTDP1 cells + 20 nM CPT, ATP luminescence, 48 h | Potency, µM (series often up to 46.2 µM), inactives show at the top dose activity change, negative = growth inhibition, most hits filed as inhibitors | hit rate 12% among 420,000; note: nearly all actives have a fitted effect of over 55% in size
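Cell growth measured by CellTiter-Glo luminescence after a minimum 48 h, 37 C compound exposure with 20 nM CPT in Tdp1-knockout DT40 cells stably expressing hTDP1, seeded 400/well; qHTS titration format.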
TDP1 cell noCPT = qHTS for Inhibitors of human tyrosyl-DNA phosphodiesterase 1 (TDP1): qHTS in cells in absence of CPT; AID 686978, 2013; DT40 Tdp1-/- hTDP1 cells, no CPT, ATP luminescence, 48 h; Potency, µM (titrated, usually from 46.2 µM), for inactives: at the top dose activity change, negative = growth inhibition, most hits filed as inhibitors; hit rate 15% among 420,000; note: nearly all actives have a fitted effect of over 55% in size
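Growth of hTDP1-complemented DT40 Tdp1-knockout cells is measured by ATP luminescence after at least 48 hr compound exposure at 37 °C, with DMSO substituting for the 20 nM CPT used in the parallel screen.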
* = called active by the depositor; ? = inconclusive; . = not tested or not shown; & = joins results of further samples; [ ] = another dose, or the depositor's remark. Calls come from the whole dose curve; as a rule, active = well fitted curve in the direction sought with a large enough effect; inconclusive = small, poorly fitted or top-dose-only effect, or another doubt; inactive = no such curve, though single readings can be large; an effect the other way counts as inactive or inconclusive. % is set by controls: 0 for no effect and ±100 for the full control effect; potency is the fitted concentration of half-maximal effect.

SMILES	KAT2A inh	DT40 TDP1 CPT	TDP1 cell noCPT
Cc1ccc(Nc2cc(C(=O)NCc3cccs3)c3ccccc3n2)c(C)c1	0.7%	?	-25.2%
CCC1CCCCN1S(=O)(=O)c1ccc(-n2cnnn2)c(C)c1 (centres undefined)	-5.1%	-26.2%	-21.6%
Cc1ccc(N2CCN(C(=O)C3CCN(S(=O)(=O)c4cccc5nsnc45)CC3)CC2C)cc1 (centres undefined)	.	?	16.4µM*
CCOC(=O)c1ccc(NC(=O)CSc2nnc(C3CC3)n2C)cc1	0.0%	-0.8%	2.2%
Cc1ccc(Cn2c(SCc3ccc(C(=O)NCCc4ccccc4)cc3)nc3ccncc32)cc1	-5.1%	14.6µM*	11.6µM*
COC(=O)C1=C(C)N(Cc2ccccc2)C(=O)N[C@H]1c1ccccc1	-4.0%	?	-20.8%
Cc1ccc(/C=N/NC(=O)Cn2cncn2)cc1	-4.2%	10.3%	2.6%
COc1cccc(N/C(N)=N/c2nc(C(F)(F)F)cc(=O)[nH]2)c1	42.4%[activator]	10.3µM*	?
CCN(Cc1ccccc1)C(=O)COC(=O)Cn1cnc2ccccc21	1.4%	-26.8%	-17.9%
COc1ccc(CN2C(=O)CN(C3CCCCCC3)C(=O)C2c2ccc(F)cc2)cc1 (centres undefined)	-1.0%	?	?
O=C(CCS(=O)(=O)c1ccccc1)NNC(=O)COc1ccc(F)cc1	-1.0%	-1.3%	17.7%
CCCCOC(=O)CC(CC(=O)OCCCC)(OC(C)=O)C(=O)OCCCC	.	?	?
CCOC(=O)c1c(C)[nH]c(C)c1S(=O)(=O)N(C)CC(=O)Nc1ccc(C)c(N(C)C)c1	-6.0%	-22.4%	-16.6%
Cc1ccc(S(=O)(=O)CCc2nc3ccccc3[nH]2)cc1C	-3.3%	14.8%	0.8%
CC(C)NC(=O)C1(C)CN(S(C)(=O)=O)CC(=O)N1Cc1ccc2c(c1)OCO2 (centres undefined)	.	18.8%	6.0%
C[C@]12CCC3c4ccc(O)cc4CCC3C1CC/C2=N\N (some centres undefined)	.	-25.6%	?
COc1ccccc1/C=C/C(=O)OCC(=O)NC(=O)NC1CCCC1	-5.1%	4.9%	-23.5%
Cc1csc(SCC(=O)Nc2cc(S(=O)(=O)N(C)C)ccc2C)n1	-2.7%	-2.3%	4.6%
Cc1ccc(S(=O)(=O)NCC(c2ccco2)N2CCOCC2)cc1 (centres undefined)	4.3%&-2.9%	-17.8%&-1.2%	?
Cc1ccc(CCNC(=O)c2cc(-c3ccncc3)nc3ccc(S(=O)(=O)N4CCOCC4)cc23)cc1	-12.3%	?	?
CCOc1cc(C2c3c(oc4ccc(F)cc4c3=O)C(=O)N2Cc2ccc(C)cc2)ccc1O (centres undefined)	6.1%	1.3µM*	?
CC(=O)N1c2ccc(S(=O)(=O)N(C)CC(=O)NCc3ccccc3)cc2CC1C (centres undefined)	-3.2%	-15.2%	0.3%
Cc1ccc(-c2nnc(SCc3ccccc3C)o2)cc1	1.8%	-2.3%	-26.2%
O=C(CSc1nc2ccccc2[nH]1)Nc1ccc2c(c1)OCCO2	-0.8%	?	-16.9%
O=c1ccsn1Cc1ccccc1	?	0.291µM*	0.651µM*
O=C(Nc1ccc(S(=O)(=O)Nc2ccccc2)cc1)c1ccc(CN2CCOCC2)cc1	-1.0%	?	?
COc1ccc(N2Cc3cccc(C(=O)Nc4ccc(C)c(C)c4)c3C2=O)cc1	-16.8%	-18.5%	-5.9%
O=C(c1ccco1)N1CCN(c2ncnc3scc(-c4ccccc4)c23)CC1	-7.3%	16.4µM*	16.4µM*
Cc1cc(C)c(S(=O)(=O)N2CCN(C(=O)c3cc(=O)[nH]c4ccccc34)CC2)c(C)c1	-0.8%	14.6µM*	16.4µM*
CCCCN(C=O)c1c(CC)nc2ccc(C(=O)N3CCCCC3)cn12	.	?	7.5%
C/C(=N/NC(=O)c1ccc(C)s1)c1cccc(NC(=O)c2ccoc2C)c1	-13.2%	?	?
CCC(C(=O)NCCC(C)C)N(Cc1ccccc1Cl)C(=O)c1snc(C(N)=O)c1N (centres undefined)	?	?	-14.3%
O=C(CSCc1ccc(F)cc1)NCc1ccco1	-2.1%	-24.3%	-16.7%
O=C1OCCC1Sc1nc(-c2ccccc2)cs1 (centres undefined)	2.5%	-18.2%	-0.3%
O=S(=O)(c1ccc(OCC(O)CN2CCCCC2)cc1)N1CCOCC1 (centres undefined)	-0.5%	-23.5%	-6.1%
COc1ccc(N2CCN(S(=O)(=O)CCNC(=O)/C=C/c3ccccc3)CC2)cc1	-7.3%	1.3%	-16.1%
O=C(Cc1cccc2ccccc12)Nc1cc(C(=O)O)cc(C(=O)O)c1	-14.3%	-10.0%	-3.6%
CC(C)Nc1nc(SC(C)C(=O)Nc2ccccc2)nc(N(C)C)n1 (centres undefined)	-8.3%	6.6%	-26.9%
C[C@@H]1CN([C@@H](C)CO)C(=O)c2cc(NS(C)(=O)=O)ccc2O[C@@H]1CN(C)S(=O)(=O)c1ccccc1	-2.8%	-1.9%	-3.4%
COc1ccc(OC)c(CNC(=O)C2COc3ccccc3C2)c1 (centres undefined)	0.5%	?	?
C=C(C)[C@H]1CC=C(C)/C(=N/NC(=O)CNc2ccccc2OC)C1	-4.4%	?	-28.1%
O=C(CC(c1ccccc1)c1cc(Cl)ccc1O)NCCCN1CCOCC1 (centres undefined)	-24.2%	-11.0%	2.7%
Cc1ccc(C(N)=O)cc1S(=O)(=O)Nc1cccc(C)c1C	-0.4%	?	0.1%
COc1ccc(-n2c(CN3CCN(Cc4ccccc4)CC3)nc3ccc([N+](=O)[O-])cc3c2=O)c(OC)c1	-10.4%	?	-6.5%
Cc1c(Cl)cccc1NC(=O)CNC(=O)c1ccc(F)cc1	0.2%	-21.0%	14.8%
Cc1ccc(S(=O)(=O)N2[C@@H](c3ccc(Br)cc3)C(C(=O)O)=CC[C@H]2c2ccc(Cl)cc2)cc1	?	?	?
COc1ccc(S(=O)(=O)Nc2cccc(-c3ccc(N4CCCCCC4)nn3)c2)cc1	-7.7%	16.4µM*	?
COc1ccc(NC(=O)C2(C)Cc3c(-c4cccc(NC(C)=O)c4)ccnc3O2)cn1 (centres undefined)	.	0.731µM*	1.46µM*

2 entries from above, with values under each structure.
Second line of a record: KAT2A inh	DT40 TDP1 CPT	TDP1 cell noCPT
- COc1ccc(S(=O)(=O)Nc2cccc(-c3ccc(N4CCCCCC4)nn3)c2)cc1
  -7.7%	16.4µM*	?
- C[C@@H]1CN([C@@H](C)CO)C(=O)c2cc(NS(C)(=O)=O)ccc2O[C@@H]1CN(C)S(=O)(=O)c1ccccc1
  -2.8%	-1.9%	-3.4%

Reformatted with bars between the fields: part of the list above
SMILES | KAT2A inh | DT40 TDP1 CPT | TDP1 cell noCPT
O=C(CC(c1ccccc1)c1cc(Cl)ccc1O)NCCCN1CCOCC1 (centres undefined) | -24.2% | -11.0% | 2.7%
Cc1ccc(C(N)=O)cc1S(=O)(=O)Nc1cccc(C)c1C | -0.4% | ? | 0.1%
COc1ccc(-n2c(CN3CCN(Cc4ccccc4)CC3)nc3ccc([N+](=O)[O-])cc3c2=O)c(OC)c1 | -10.4% | ? | -6.5%
Cc1c(Cl)cccc1NC(=O)CNC(=O)c1ccc(F)cc1 | 0.2% | -21.0% | 14.8%

The list continues.
SMILES	KAT2A inh	DT40 TDP1 CPT	TDP1 cell noCPT
C#CCSc1nc(=O)c2cccnc2n1-c1ccc(C)cc1	1.4%	5.17µM*	5.8µM*
CCOc1ccc(-c2nnc(SCC(=O)O)n2Cc2ccccc2)cc1	-6.5%	-15.5%	0.7%
CCCNC(=O)CCn1cc(-c2ccc(OC)cc2)nc1-c1ccncc1	-4.2%	-24.0%	-2.1%
COC(=O)c1c(C)oc2ccc(N(C(=O)c3ccncc3)S(=O)(=O)c3c(C)cc(C)cc3C)cc12	-1.7%	1.84µM*	1.16µM*
CCN(CC(=O)Nc1ccc(OC)cc1)C(=O)Cc1ccsc1	1.7%	18.8%	2.2%
O=C(NNC(=O)C12CC3CC(CC(C3)C1)C2)c1csc(N2CCOCC2)n1	-0.1%	?	?
CCOc1ccc(C(C)=O)cc1N1C(=O)C2C3C=CC(C3=C(C)C)C2C1=O (centres undefined)	-6.6%	-3.2%	-22.2%
COc1cc(Cl)ccc1OCc1cc(C(=O)N(C)CCc2cnn(C)c2)no1	-3.4%	?	-1.2%
O=C(O)CSCC(=O)N1CCc2c([nH]c3ccccc23)C1C(F)(F)F (centres undefined)	-18.5%	0.8%	-11.8%
O=S(=O)(c1ccc(F)cc1)N1CCN(S(=O)(=O)c2cccs2)CC1	-5.0%	-3.7%	10.9%
CCN(C(=O)COC(=O)c1cc(C)n(-c2ccc(F)cc2)c1C)C1CCS(=O)(=O)C1 (centres undefined)	-27.3%	?	?
CC(Oc1cccc(Cl)c1)C(=O)Nc1cc(Cl)ccc1N1CCOCC1 (centres undefined)	-1.1%	20.6µM*	?
CCC1(c2ccc(F)cc2)NC(=O)N(CC(=O)Nc2ccccc2C)C1=O (centres undefined)	-1.4%	-11.9%	-6.6%
Cc1ccc(OCCCC(=O)Nc2ccc(S(=O)(=O)Nc3cc(C)nc(C)n3)cc2)cc1	0.3%	-3.0%	-6.0%
Cc1ccc(OCC(=O)Nc2ccc(S(=O)(=O)Nc3onc(C)c3C)cc2)cc1	-51.3%	6.8%	-4.9%
COc1ccc(-c2ccc3nnc(SCC(=O)Nc4ccc(NC(C)=O)cc4)n3n2)cc1	-1.1%	?	?
Clc1ccc2c(c1)nc1n2CCCC1	?	-14.2%	?
Cc1cc(C)n(C(=O)/C(C#N)=N/Nc2cc(Cl)cc(Cl)c2)n1	-4.5%	3.26µM*	2.59µM*
CC1(C)C(=O)Nc2ccccc2N1C(=O)COC(=O)CSc1ccc(Cl)cc1	-15.5%	-11.3%	-28.1%
O=S(=O)(Nc1ccccc1O)c1ccc(-c2ccccc2)cc1	-12.3%	?	?
CC1CCCC(NC(=O)C2c3ccccc3C(=O)N2Cc2cccs2)C1C (centres undefined)	-0.9%	-5.2%	?
Cc1ccc(-c2c3c(=O)n(C)c(=O)n(C)c3cn2N2CCOCC2)cc1	1.1%	?	?
CCCCOC(=O)/C=C/c1ccc(OC(=O)OC)c(OC(=O)OC)c1	-2.3%	7.31µM*	9.2µM*
CC1CC(C)CN(CCC(=O)Nc2cccc(Cl)c2)C1 (centres undefined)	20.1%	?	?
COc1cccc(N2CCN(C(=O)c3cnn(C(C)(C)C)c3C3CCN(C(=O)OC(C)(C)C)CC3)CC2)c1	2.2%	?	?
CN(C)S(=O)(=O)c1cc(NC(=O)COC(=O)Cc2cccc3ccccc23)ccc1Cl	-15.3%	15.1%	?
CCOc1ccc(OCCC(=O)Nc2ccc(N3CCOCC3)cc2N2CCOCC2)cc1	.	-0.6%	-19.7%
CCc1ccc(OCCCn2c(CCNC(=O)C3CCCCC3)nc3ccccc32)cc1	.	?	-21.1%
CCOc1ccc(S(=O)(=O)N2CCOCC2)cc1NC(=O)CSCC(=O)Nc1ccc(C)cc1	-2.5%	-18.9%	-11.6%
C#Cc1ccc(C(=O)Nc2ccc(N3CCC(C)CC3)c(C(N)=O)c2)cc1	3.4%	?	?
O=C(Nc1cccc2ccccc12)c1cccc([N+](=O)[O-])c1	11.1%	-6.3%	-13.4%
CCn1c(SCC(=O)Nc2cc3oc4ccccc4c3cc2OC)nnc1-c1cccs1	0.7%	?	?
C/C(=N\NS(=O)(=O)c1ccc(C)c([N+](=O)[O-])c1)c1cc2ccccc2o1	-1.5%	?	-4.7%
COc1ccc(Cc2nc3ccc(C(=O)N(C)CCn4ccnc4)cc3o2)cc1OC	-8.0%	-9.1%	-14.2%
O=C(Cc1ccc(Cl)c(Cl)c1)Nc1ccc(SC(F)F)cc1	-14.5%	?	-118.3%
OCCN1CCN(C(=S)Nc2cccc(C(F)(F)F)c2)CC1	-3.8%	-11.6%&-3.2%	-6.3%&8.3%
C[C@H](CO)N1C[C@H](C)[C@@H](CN(C)Cc2ccc(Cl)c(Cl)c2)OCCCC[C@H](C)Oc2ccc(NC(=O)CCC(F)(F)F)cc2C1=O	.	23.1µM*	14.6µM*
O=C(Cn1cccc1C(=O)c1ccccc1)NCCC1=CCCCC1	1.7%	12.3%	-23.3%
Cc1ccc(S(=O)(=O)C[C@@H]2OC[C@H](Cc3ccccc3)N2S(=O)(=O)c2ccc(C)cc2)cc1	.	?	?
Cc1ccc([N+](=O)[O-])cc1NCC(=O)NN	-8.2%	-0.1%	-14.5%
O=C(NCc1cccnc1)C1CCN(S(=O)(=O)c2cccc(C(F)(F)F)c2)CC1	0.5%	0.4%	-12.9%

Source: PubChem (National Center for Advancing Translational Sciences (NCATS))
